Screens as filed in PubChem.
PfGluPho inh: PfG6PD enzyme inhibitors, primary screen, biochemical, fluorescence intensity, uHTS. glucose-6-phosphate dehydrogenase-6-phosphogluconolactonase (Plasmodium falciparum 3D7). PfGluPho enzyme, NADPH resazurin-diaphorase fluorescence. inhibition, % at 20 µM. 350,000 tested, 0.78% active. AID 504690, 2011;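 active = inhibition reaching at least a set limit at 20 µM in the primary screen, cut at about 59% in these data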;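 note: 0% = DMSO wells with substrate and 100% = DMSO wells lacking glucose-6-phosphate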
SENP1 FRET inh: human SENP1 catalytic domain inhibitors, primary screen, biochemical, FRET, uHTS | Sentrin-specific protease 1 (Homo sapiens), Q9P0U3 | recombinant SENP1 catalytic domain, CyPet-SUMO1-YPet FRET cleavage | inhibition, % at 10 µM | 360,000 tested, 0.21% active;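 active = inhibition at least 30% at 10 µM, raw YFP signal under a set limit, fluorescence ratio 0.5 to 1.5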;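 note: 0% = enzyme with DMSO and 100% = no enzyme wells; some results filed as inactive read as strong as hits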
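Test system: recombinant human SENP1 catalytic domain, His6-tagged / Medium: pH 8 Tris buffer with EDTA, NaCl, BME, BSA, NP40, catalase / Also added: SUMO1 FRET substrate flanked by Cypet and Ypet, 25 nM / Times: 50 min reaction at room temperature / Signal: FRET, CFP and YFP emission / Control set: no-enzyme low control and enzyme-plus-DMSO high control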
SENP7 inh: SENP7 protease inhibitors, primary screen, biochemical, luminescence, uHTS; recombinant SENP7, Z-RLRGG-aminoluciferin luminescence, 40 min; inhibition, % at 5 µM; Sentrin-specific protease 7 (Homo sapiens), Q9BQF6; 330,000 tested, 1.5% active;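 active = inhibition above about 50% at the single test dose, limit read from the data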;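 note: plate controls were DMSO with enzyme for no effect and no enzyme buffer wells for full effect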
SENP8 block-1: human SENP8 protease inhibitors, primary screen, biochemical, fluorescence, Nedd8 protein substrate, uHTS | Sentrin-specific protease 8 (Homo sapiens), Q96LD8 | AID 602440, 2012 | inhibition, % at 20 µM | recombinant SENP8 | 360,000 tested, 0.64% active; in the data active = inhibition mostly above about 40%, no sharp cut-off; inactive = mostly below about 27%
SENP8 block-2: SENP8 protease inhibitors, primary screen, biochemical, luminescence | 330,000 tested, 1.2% active | Sentrin-specific protease 8 (Homo sapiens), Q96LD8 | inhibition, % at 10 µM | AID 2540, 2010 | purified SENP8, Z-RLRGG-aminoluciferin cleavage; in the data active = inhibition above about 50%
SENP6 block: SENP6 protease inhibitors, primary screen, biochemical, luminescence, uHTS. 330,000 tested, 1.8% active. Sentrin-specific protease 6 (Homo sapiens), Q9GZR1. Recombinant SENP6 catalytic domain, aminoluciferin luminescence. inhibition, % at 10 µM;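 active = inhibition above about 50% at the single tested dose, limit read from the data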;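 note: plate controls were DMSO wells with enzyme for no effect and DMSO wells lacking enzyme for full effect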
NALP3 yeast inh: NALP3 inflammasome inhibitors in reconstituted yeast, primary screen, luminescence, uHTS | Yeast reconstituted NLRP3/ASC/caspase-1, beta-gal luminescence, 24 h | inhibition, % at 10 µM | 330,000 tested, 0.39% active | AID 2825, 2010;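 active = inhibition of 50% or more; inactive = inhibition below 50%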;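 note: plate controls were induced DMSO wells for no effect and uninduced yeast grown without galactose for full effect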
HKDC1 inhibitor: HKDC1 hexokinase inhibitors, primary screen, biochemical, fluorescence, uHTS; recombinant HKDC1, G6PDH/diaphorase resazurin coupled fluorescence; 340,000 tested, 0.16% active; Q2TB90; inhibition, % at 20 µM;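 active = inhibition above about 35% when tested at 20 µM, limit read from the data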;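 note: plate controls were DMSO wells with enzyme for no effect and DMSO wells lacking enzyme for full effect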
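Test system: recombinant HKDC1 (HK5) hexokinase enzyme, produced in-house / Doses: 20 µM test compound, 1% DMSO / Timing: 90 min, room temperature / Detection: G6PDH/diaphorase-coupled fluorescence, 1 mM NADP, 100 µM resazurin, 525/613 nm / Control set: DMSO wells with and without enzyme mix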
Apaf-1 inh: inhibitors of human Apaf-1 apoptosome, primary screen, biochemical, DEVD-Rh110 fluorescence, uHTS. Apoptotic protease-activating factor 1 (Homo sapiens), O14727. reconstituted apoptosome caspase-3 activity. inhibition, % at 20 µM. 330,000 tested, 0.71% active. AID 489030, 2010; active = inhibition of at least 40% at 20 µM;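 note: plate controls were DMSO wells for no effect and DEVD-CHO caspase inhibitor wells for full effect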
Target sequence (O14727 whole entry, looked up): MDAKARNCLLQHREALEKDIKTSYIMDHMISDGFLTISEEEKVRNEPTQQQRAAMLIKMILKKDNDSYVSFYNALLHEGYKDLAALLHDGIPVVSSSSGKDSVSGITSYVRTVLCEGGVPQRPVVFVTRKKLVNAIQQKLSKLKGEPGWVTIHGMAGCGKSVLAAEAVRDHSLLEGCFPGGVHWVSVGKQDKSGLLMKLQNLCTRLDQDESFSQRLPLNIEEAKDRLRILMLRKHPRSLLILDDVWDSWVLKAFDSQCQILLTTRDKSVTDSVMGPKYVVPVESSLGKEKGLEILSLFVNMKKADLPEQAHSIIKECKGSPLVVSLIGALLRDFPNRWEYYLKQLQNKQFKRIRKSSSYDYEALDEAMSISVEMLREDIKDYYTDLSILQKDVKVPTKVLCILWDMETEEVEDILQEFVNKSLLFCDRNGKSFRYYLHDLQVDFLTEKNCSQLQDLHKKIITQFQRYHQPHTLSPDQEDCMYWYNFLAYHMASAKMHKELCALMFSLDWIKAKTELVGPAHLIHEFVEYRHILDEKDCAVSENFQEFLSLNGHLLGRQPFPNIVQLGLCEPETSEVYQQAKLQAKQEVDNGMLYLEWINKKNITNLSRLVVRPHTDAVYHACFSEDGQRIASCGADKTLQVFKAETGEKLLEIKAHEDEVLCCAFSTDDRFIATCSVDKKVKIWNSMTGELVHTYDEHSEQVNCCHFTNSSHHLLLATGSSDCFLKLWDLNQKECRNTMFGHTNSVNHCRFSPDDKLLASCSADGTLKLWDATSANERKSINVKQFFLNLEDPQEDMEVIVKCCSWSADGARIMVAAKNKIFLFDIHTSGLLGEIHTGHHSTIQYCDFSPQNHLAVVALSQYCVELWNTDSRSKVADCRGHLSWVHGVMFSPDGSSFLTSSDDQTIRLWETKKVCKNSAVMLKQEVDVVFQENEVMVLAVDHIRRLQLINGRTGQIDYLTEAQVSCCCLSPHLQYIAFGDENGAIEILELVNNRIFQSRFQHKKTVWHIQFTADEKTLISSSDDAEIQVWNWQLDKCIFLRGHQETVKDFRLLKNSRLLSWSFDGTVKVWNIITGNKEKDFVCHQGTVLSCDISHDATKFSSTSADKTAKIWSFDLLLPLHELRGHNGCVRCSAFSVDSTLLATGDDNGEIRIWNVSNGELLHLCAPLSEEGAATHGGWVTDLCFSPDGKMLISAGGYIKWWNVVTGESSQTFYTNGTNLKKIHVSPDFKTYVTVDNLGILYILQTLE
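Material: cell-free apoptosome with Apaf-1, procaspase-3 and caspase-9; Buffer or medium: Hepes pH 7.5 with detergent and BSA; Reagent: cytochrome c trigger plus (Z-DEVD)2-Rh110 caspase-3 substrate; Times: compound with Apaf-1, dATP, procaspase-3 30 min, then 50 min reaction, room temperature; Technique: Rh110 fluorescence intensity.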
An asterisk follows results filed as active; nt = not tested or not shown.

Results follow in this order: SENP8 block-1	HKDC1 inhibitor	PfGluPho inh	SENP1 FRET inh	Apaf-1 inh	SENP8 block-2	SENP7 inh	SENP6 block	NALP3 yeast inh
- CN1CCN(c2ccc(C(=O)NC3CCCCC3)cc2[N+](=O)[O-])CC1
    -11.7	13.3	-17.1	0.3	-10.1	2.4	5.0	-11.1	14.0
- O=C(NC1=NCCS1)c1ccc(F)c(S(=O)(=O)N2CCOCC2)c1
    8.3	-5.4	-8.2	1.4	6.8	-9.0	-4.7	-19.4	-9.6
- O=c1cc(-c2ccc(Cl)cc2)[nH][nH]1
    43.1*	-3.2	8.1	-1.5	6.8	-1.8	7.3	11.4	-3.1
- O=C(O)c1ccc(N/N=C/c2ccc3nccnc3c2)cc1
    16.0	4.4	0.2	36.6	-9.5	97.1*	100.5*	98.0*	13.7
- CCOc1ccc(Oc2nc(C)cc(OC)n2)nn1
    -2.6	4.4	-4.0	3.0	-5.1	4.2	-1.3	12.1	11.3
- Cc1ccc(S(=O)(=O)c2nc(S(C)(=O)=O)sc2N2CCC(C)CC2)cc1
    5.4	-0.5	15.9	1.3	12.4	-4.3	-11.1	-12.8	-4.8
- O=C(COC(=O)c1cccc(O)c1)NCc1ccc2c(c1)OCO2
    17.5	-1.6	0.3	2.6	-22.1	6.7	1.0	14.9	6.4
- O=C1c2cccc(OCc3ccc(F)cc3)c2CCN1Cc1ccccc1
    17.2	-5.2	8.2	0.9	14.2	-3.7	0.9	-9.1	11.3
- O=C1OC(c2ccccc2)/C(=C(/O)c2ccc(Cl)cc2)C1=O (stereo not given)
    16.0	7.7	-41.0	3.8	-0.8	8.4	1.9	13.4	-19.3
- CC(=O)N(C(C)=O)n1c(C)nc2sc3c(c2c1=O)CCCC3
    -1.6	6.2	-4.0	0.8	-15.7	-2.7	-4.1	-4.7	-10.4
- CCCN1C(=O)/C(=C/c2ccco2)SC1=Nc1ccc(OC)cc1
    47.6*	-7.8	-11.4	3.1	7.1	0.1	3.1	-20.6	15.6
- COc1ccc(Cl)cc1C(=O)NCc1cn(C)nc1C
    17.4	-3.3	-11.6	0.3	12.8	-6.0	1.4	-6.5	-3.6
- CC1CC(C)CN(C(=O)CN2C(=O)NC3(CCCCCCC3)C2=O)C1 (stereo not given)
    10.1	-9.0	5.5	1.4	3.5	6.8	7.4	-12.9	5.4
- COCO/C=C(\NC(C)=O)c1ccccc1
    5.7	-3.4	-5.2	1.5	-4.7	-6.3	8.2	-19.4	15.7
- Cc1onc(-c2ccccc2Cl)c1C(=O)Oc1cc(N)n(S(=O)(=O)c2ccc(F)cc2)n1
    18.2	18.0	8.3	3.4	9.4	10.0	-2.5	0.5	-3.4
- C=CCN1C(=O)C(CC(=O)Nc2ccc(C)cc2)SC1=Nc1c(C)n(C)n(-c2ccccc2)c1=O (stereo not given)
    9.9	-6.4	-12.2	2.0	-14.7	-8.3	0.6	-9.3	13.1
- CCOC(=O)Cc1csc(NC(=O)CSc2nnc(C(C)C)n2CC)n1
    28.6	5.5	-13.8	-1.4	-8.7	3.1	1.8	4.1	4.7
- O=C(N[C@@H]1C/C=C\C[C@H](CC(=O)N(CCO)Cc2ccccc2)C(=O)N[C@@H](Cc2ccccc2)COC1=O)OCC1c2ccccc2-c2ccccc21
    10.4	-1.3	2.1	-4.6	27.5	3.6	5.9	-4.6	29.4
- C=CCNC(=O)c1ccccc1NC(=O)C1CCN(S(=O)(=O)c2ccc(SC)cc2)CC1
    -33.1	0.1	-1.9	-0.1	19.8	-8.6	-2.5	-12.7	16.0
- O=C(Nc1ccc2[nH]c(=S)sc2c1)Nc1ccccc1F
    -5.9	18.6	39.4	-20.0	2.2	95.3*	98.7*	96.8*	2.9
- Cc1sc(NC(=O)CSc2nnc(CCNC(=O)c3cccs3)n2C)nc1-c1ccccc1
    7.3	-11.0	-12.5	0.4	10.7	-8.0	6.1	3.6	-9.8
- Cc1ccc(N2CC(=O)N(NC(=O)Nc3ccc(Cl)c(Cl)c3)CC2=O)cc1
    5.2	0.0	-10.8	1.3	3.9	2.1	10.4	19.7	3.4
- CCCN1CCN(C(=O)c2c(Cl)cnn2C)CC1
    10.3	2.7	-8.8	5.0	-4.6	-7.0	3.6	-13.9	1.0
- Cc1cccc(-n2c(SCCC(=O)O)nnc2-c2cccs2)c1C
    -28.5	6.1	-12.5	-3.6	-10.4	-2.7	3.2	-6.7	14.7
- COc1cc(C(=O)Nn2c(O)c(C3=c4ccccc4=NC3=O)sc2=S)ccc1O
    -41.8	11.3	4.7	0.7	-11.6	0.6	3.4	-10.0	14.1
- CCC(COC)NC(=O)c1ccc(OC)c(OC2CCN(C(C)=O)CC2)c1 (stereo not given)
    11.0	-5.7	-6.1	-0.2	-12.7	-2.9	-1.7	6.4	29.9
- Cc1ccc(C(=O)NCCNC(=O)CN2CCOCC2)cc1
    16.4	0.6	0.5	2.3	9.2	4.2	7.7	-10.8	12.1
- Cc1oc(CSCC2CCCO2)cc1C(=O)O (stereo not given)
    12.7	5.0	-4.6	1.1	-2.8	-7.0	-5.5	-1.4	17.8
- NS(=O)(=O)c1ccc(NC(=S)NC(=O)c2cccc(Br)c2)cc1
    7.4	4.6	12.2	-1.9	15.5	4.3	1.4	-0.9	19.5
- COc1ccc(C2/C=C\CN(C(=O)NC(C)C)CC(=O)N2Cc2ccc(F)cc2)cc1 (stereo not given)
    5.4	-2.1	-8.5	0.9	-17.7	2.3	-7.5	-12.2	15.5
- CC(C)CCn1nnnc1C(C(C)C)N1CCC(C(N)=O)CC1 (stereo not given)
    15.4	-2.4	-7.0	-3.7	-5.9	-4.2	-0.2	5.3	-3.0
- CCSc1nncn1/N=C/c1ccc(OC)c(OC)c1
    -34.6	6.5	-0.9	0.6	0.0	-5.8	9.9	-16.7	-0.4
- COc1cc(C(=O)NCCC(C)C)c([N+](=O)[O-])cc1OC
    8.8	-1.4	-1.0	-0.2	-2.3	-3.1	-8.3	-5.4	-3.5
- CCN1C(=O)/C(=C\N(C)C)S/C1=N\S(=O)(=O)c1ccc(C)cc1
    13.9	0.6	-6.5	1.9	-6.7	-7.3	6.7	-1.5	4.2
- COc1ccc(-n2ncc(C(=O)NC3CC3)c2C2CCN(C(=O)OC(C)(C)C)CC2)cc1
    4.6	-4.3	5.4	1.8	-11.8	4.7	4.6	-8.0	4.9
- NC(CC(=O)NC(c1ccccc1)(c1ccccc1)c1ccccc1)C(=O)O (stereo not given)
    5.0	-11.9	-13.7	-1.9	7.3	-0.5	6.0	-15.1	12.5
- Nc1cc(=O)[nH]c(=S)n1-c1ccccc1
    39.5	-3.4	-15.1	-1.6	1.0	-6.4	-9.0	-17.3	9.5
- Cc1ccccc1/[N+]([O-])=C/c1ccncc1
    13.5	-5.9	47.3	0.3	10.3	8.2	-5.0	5.4	-9.3
- CCOc1ccc(N2C(=O)CC(N3CCN(C4CCc5ccccc5C4)CC3)C2=O)cc1 (stereo not given)
    18.7	-9.6	-15.6	0.1	-5.7	2.9	-3.3	-8.2	17.6
- COC(=O)c1ccc(C)c(NC(=O)CN(c2cc(OC)ccc2OC)S(C)(=O)=O)c1
    15.2	-12.1	-9.3	3.9	1.8	-8.3	-2.8	-13.6	5.8
- CN1C(=O)c2c(sc3c2CC(C)(C)SC3)N2CCN=C12
    -262.4	-2.4	15.7	-3.6	4.9	8.4	-4.1	-13.9	5.9
- Cc1ccc(C2=NN(C(=O)CSc3nccn3C)C(c3ccco3)C2)cc1 (stereo not given)
    -5.1	0.0	5.0	1.8	9.7	4.3	-5.6	-5.8	7.6
- O=C(Nc1ccc([N+](=O)[O-])cc1)C1CC12CCC2 (stereo not given)
    12.9	-7.7	8.5	0.1	-9.5	-0.2	-1.4	-14.1	22.4
- COC(=O)c1cc(S(=O)(=O)NCCc2ccc(C)cc2)c[nH]1
    20.4	-5.9	-0.2	0.2	3.0	8.6	-1.2	11.4	-4.9
- O=C1c2ccccc2S(=O)(=O)c2cc(N3CCc4ccccc4C3)ccc21
    nt	nt	nt	nt	15.4	1.7	10.0	15.0	22.3
- CCOc1cccc(/C(O)=C2/C(=O)C(=O)N(CCN3CCOCC3)C2c2ccncc2)c1 (stereo not given)
    nt	nt	nt	nt	-24.1	-2.0	9.7	-1.4	-3.4
- Cc1cc2c(NC3CCCCC3)ncnc2s1
    5.5	-4.5	-0.6	-24.7	0.9	7.2	2.1	9.2	24.3
- COc1ccc(C2=NN(c3ccc(C(=O)O)cc3)C(c3ccc(OC)c(OC)c3)C2)cc1 (stereo not given)
    -310.5	7.4	-35.4	-29.5	3.1	0.7	-2.8	-9.4	11.6
- CCOC(=O)C1=C(C)NC(=O)NC1c1c(C)nn(-c2ccccc2)c1Cl (stereo not given)
    28.1	24.3	11.4	3.2	37.8	9.6	10.3	10.2	4.1
- CCCCSc1nnc([C@H](CC(C)C)NC(=O)OC(C)(C)C)o1
    4.2	1.6	1.3	3.3	3.2	-11.7	-5.0	-5.4	15.9

Additional entries.
Results follow in this order: SENP8 block-1	HKDC1 inhibitor	PfGluPho inh	SENP1 FRET inh	Apaf-1 inh	SENP8 block-2	SENP7 inh	SENP6 block	NALP3 yeast inh
- Cc1ccc(CN(C)C(=O)C2CCCN2C(=O)c2cccs2)o1 (stereo not given)
    28.3	-8.6	16.7	-9.8	-2.7	-3.2	3.3	-4.5	0.9
- CN(C(=O)CSc1nc2[nH]ncc2c(=O)[nH]1)c1ccccc1
    4.9	-5.9	0.1	1.9	2.1	-3.0	5.9	8.6	8.8
- O=C(COC(=O)C1CCN(S(=O)(=O)c2ccc3c(c2)OCCO3)CC1)Nc1cccc2ccccc12
    22.8	-12.6	20.2	1.9	7.3	-14.5	0.5	-13.3	6.7
- Cc1ccc(-c2[nH]c(-c3ccc(C(=O)O)cc3)nc2-c2ccccc2)cc1
    -346.4	-5.0	-12.0	-2.0	4.0	2.8	0.0	-2.9	-75.0
- OC(COc1cccc2ccccc12)CN1CCCC1 (stereo not given)
    32.2	13.7	8.9	-2.0	20.2	8.1	5.9	31.8	3.9
- Cc1ccccc1NC(=O)CSC1=NCCN1
    18.2	-9.3	8.1	1.4	nt	nt	nt	nt	nt
